GAA850 FXN act: FXN promoter activators, primary screen, cell-based, luciferase luminescence, HEK293 lucGAA850 | 0.56% of 360,000 active | AID 540364, 2011 | activation, % at 6 µM | HEK293 lucGAA850 FXN promoter luciferase reporter, 24 h; percent of 10 µM SAHA response;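 active = activation above the average of all compounds screened plus 3 SD, cutoff fixed separately per campaign, cut at about 7.5% in these data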;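 note: 0% = DMSO wells and 100% = 10 µM SAHA wells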
DAX1 inh-1: DAX1 (NR0B1) inhibitors on StAR promoter, primary screen, cell-based, luminescence, SF-1 (NR5A1), full-length DAX-1. 1.1% of 370,000 active. AID 652010, 2013. inhibition, % at 6.8 µM. HEK293T StAR-luciferase reporter, SF-1/DAX-1 repression relief;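 active = inhibition above the mean over all tested compounds plus 3 SD, cut at about 3.6% in these data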;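 note: 0% = DAX-1 cells with DMSO and 100% = cells lacking DAX-1 with DMSO; higher inhibition means more luminescence from relief of DAX-1 repression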
PG9 Ab binder: binders of HIV-1 gp120 antibody PG9, primary screen, biochemical, TR-FRET. AID 624416, 2012. inhibition, % at 6.7 µM. 0.43% of 360,000 active. TR-FRET gp120-PG9 antibody binding. HIV-1 gp120 / PG9 antibody interaction; in the data active = inhibition above about 8.5%
ssDAF-12 act: S. stercoralis DAF-12 nuclear receptor activators, primary screen, cell-based, luminescence, HEK293, GRIP1 co-expression, lit1-tk-luc; Nuclear hormone receptor DAF-12 (Strongyloides stercoralis); AID 652126, 2013; 1% of 370,000 active; HEK293 ssDAF-12/GRIP1 lit1-tk-luc reporter; % of 3 µM dafachronic acid response; activation, % at 6.8 µM;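 active = activation above the mean over all tested compounds plus 3 SD, cut at about 0.9% in these data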;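 note: 0% = DMSO-only wells and 100% = 3 µM delta7-dafachronic acid wells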
DAX1 inh-2: DAX1 (NR0B1) inhibitors, primary screen, cell-based, HEK293, Gal4-DAX1, luciferase luminescence. inhibition, % at 6.75 µM. HEK293 Gal4-DAX1 luciferase reporter. Nuclear receptor subfamily 0 group B member 1 (Homo sapiens), P51843. AID 504766, 2011. 0.99% of 340,000 active;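 active = inhibition above the mean over all tested compounds plus 3 SD, cut at about 4.2% in these data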;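 note: 0% = DAX1-transfected cells with DMSO and 100% = empty-vector control cells with DMSO; inhibition shows as a rise in luminescence from relieved DAX1 repression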
Target sequence (P51843 207-470 limits assumed): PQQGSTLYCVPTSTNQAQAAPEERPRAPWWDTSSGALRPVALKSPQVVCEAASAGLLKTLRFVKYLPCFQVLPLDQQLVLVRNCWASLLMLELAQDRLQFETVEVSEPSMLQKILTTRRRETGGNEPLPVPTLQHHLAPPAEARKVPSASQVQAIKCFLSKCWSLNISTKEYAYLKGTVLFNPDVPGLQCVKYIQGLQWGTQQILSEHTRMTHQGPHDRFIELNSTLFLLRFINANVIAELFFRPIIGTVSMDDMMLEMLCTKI
SMARCA2 act: SMARCA2 (BRM) function activators, primary screen, cell-based, luminescence, high throughput; MG213 cells, MMTV-luciferase reporter, dexamethasone, overnight; activation, % at 9.1 µM; 1% of 370,000 active; AID 652017, 2013; in the data active = activation above about 7.8%;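 note: 0% = vehicle wells and 100% = reference activator wells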
hcDAF-12 act: H. contortus DAF-12 nuclear receptor activators, primary screen, cell-based, luminescence, HEK293, lit1-tk-luc reporter; HEK293 hcDAF-12 lit1-tk-luc reporter; 0% DMSO, 100% Δ7-dafachronic acid; activation, % at 6.8 µM; 1.4% of 370,000 active; AID 652067, 2013;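 active = activation above the mean of all tested compounds plus 3 SD, cut at about 5.5% in these data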;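 note: 100% = response to 3 µM Δ7-dafachronic acid high control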
PLCb3 inh: human PLC-beta3 inhibitors, primary screen, biochemical, fluorescence; Purified PLC-beta3, fluorogenic substrate; 0.18% of 370,000 active; AID 720704, 2013; inhibition, % at 12.2 µM; 1-phosphatidylinositol 4,5-bisphosphate phosphodiesterase beta-3 (Homo sapiens), Q01970; in the data active = inhibition above about 11%;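 note: 0% = median of compound wells on plate and 100% = full blocker control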
hgDAF12 agonist: H. glycines DAF-12 receptor agonists, primary screen, cell-based, luminescence, HEK293, GAL4 fusion, UAS-luciferase; HEK293 GAL4-hgDAF12 UAS-luciferase reporter, agonist luminescence; normalized to butyrate control; Nuclear hormone receptor DAF-12 (Heterodera glycines), GAL4 fusion; activation, % at 6.8 µM; 1.8% of 370,000 active; AID 687014, 2013;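 active = activation above a cutoff set at the mean of all screened compounds plus 3 SD, cut at about 10% in these data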;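 note: 0% = DMSO wells and 100% = sodium butyrate wells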
HGIII-sPLA2 inh: human group III sPLA2 inhibitors, primary screen, biochemical, QFRET, BODIPY PC-A2 liposome substrate. QFRET BODIPY PC-A2 liposome hydrolysis, fluorescence. inhibition, % at 12.2 µM. 0.56% of 370,000 active;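 active = inhibition above mean plus 3 SD of compounds lying within the high and low control bounds, cut at about 19% in these data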;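 note: 0% = median of test compound wells and 100% = no enzyme DMSO wells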
Target sequence (Q9NZ20 whole entry, looked up): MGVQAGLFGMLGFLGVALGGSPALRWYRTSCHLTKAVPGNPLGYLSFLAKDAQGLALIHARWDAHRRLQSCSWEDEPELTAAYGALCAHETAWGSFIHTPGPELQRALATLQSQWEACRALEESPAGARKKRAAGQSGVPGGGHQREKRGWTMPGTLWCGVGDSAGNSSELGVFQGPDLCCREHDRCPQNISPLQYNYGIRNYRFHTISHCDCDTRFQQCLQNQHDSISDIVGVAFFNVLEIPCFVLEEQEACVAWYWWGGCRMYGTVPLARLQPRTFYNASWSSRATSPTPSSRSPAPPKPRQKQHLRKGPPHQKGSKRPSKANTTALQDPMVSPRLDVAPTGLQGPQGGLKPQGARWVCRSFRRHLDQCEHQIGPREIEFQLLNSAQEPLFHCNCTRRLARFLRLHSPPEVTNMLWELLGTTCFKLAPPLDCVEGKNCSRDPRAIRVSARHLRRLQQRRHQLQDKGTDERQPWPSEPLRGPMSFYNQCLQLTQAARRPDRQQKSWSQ
Rev-erbA mod: modulators of Rev-erb alpha DNA binding, primary screen, biochemical, FITC-DNA, fluorescence polarization, uHTS; AID 1259318, 2017; Nuclear receptor subfamily 1 group D member 1 (Homo sapiens), P20393; activity, % at 10 µM; Rev-erbα–FITC-DNA binding, 90 min; 0.79% of 370,000 active;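 active = activity above about 14%, limit read from the data; passing the limit was not always enough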;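 note: 0% = DMSO wells with 35 nM protein and 100% = DMSO wells with 750 nM protein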
An asterisk follows results filed as active; i = inactive; / = no result given.

SMILES | GAA850 FXN act | DAX1 inh-1 | PG9 Ab binder | ssDAF-12 act | DAX1 inh-2 | SMARCA2 act | hcDAF-12 act | PLCb3 inh | hgDAF12 agonist | HGIII-sPLA2 inh | Rev-erbA mod
CC(=O)Nc1ccc(Nc2nc(C)nc3c2nnn3Cc2ccccc2Cl)cc1 | 2.2 | 0.1 | -1.1 | -1.1 | -1.5 | -1 | -1.8 | -131 | 0.1 | -16 | 0
CCOC(=O)C(C)c1n[nH]c(=O)c2ccccc12 (stereo unspecified) | 1.5 | 1.4 | -1.5 | -1.1 | -0.7 | 5 | -0.4 | 1 | 0.5 | 1 | -4
COc1ccccc1CNC(=O)CN1C(=O)NC(c2ccccc2)(c2ccc(C)c(C)c2)C1=O (stereo unspecified) | -2.7 | -1.0 | -2.1 | -1.0 | -1.5 | -2 | -2.4 | -2 | -1.6 | -13 | -3
COc1ccc(S(=O)(=O)NCC(=O)N(CC2CCCO2)C(C(=O)NC2CCCC2)C(C)C)cc1 (stereo unspecified) | -0.6 | 0.7 | -1.4 | -1.0 | 0.0 | 2 | 3.2 | -3 | 1.5 | 1 | 2
O=C(Nc1ccc2c(c1)OCO2)c1cncc(Br)c1 | 2.8 | 0.8 | -2.7 | -1.5 | 1.9 | 7 | 0.9 | -1 | 11* | -4 | 6
Cc1ccc(/C=C2/SC(=O)N(CC(=O)N3CCOCC3)C2=O)s1 | -0.2 | -0.1 | -1.7 | -0.4 | 1.3 | -2 | 2.0 | 0 | -0.2 | 8 | -2
COc1ccc(-n2nc(C(=O)NCC(=O)NCc3ccc(F)cc3)c3ccccc3c2=O)c(OC)c1 | 1.1 | 1.0 | 0.0 | -0.3 | 0.1 | -2 | -1.5 | 6 | 0.1 | 0 | 27*
CC(C)n1nc(C(=O)NNC(=O)c2ccncc2)c2ccccc2c1=O | 0.5 | 0.8 | 1.9 | -0.4 | 0.8 | -1 | -1.9 | -4 | -1.3 | 3 | 0
CN(CC(=O)Nc1ccc(Cl)cc1F)C1CCS(=O)(=O)C1 (stereo unspecified) | 1.1 | 2.4 | -1.2 | -1.0 | 0.1 | -2 | -1.6 | 2 | -0.2 | -1 | -11
c1csc(-c2ccc3nncn3c2)c1 | 1.6 | -0.7 | -2.1 | -0.7 | / | -1 | 1.5 | -27 | 0.8 | 1 | 6
CCOc1cc(NC(=O)c2ccco2)c(OCC)cc1NC(=O)Cc1cccc(OC)c1 | 2.6 | -1.5 | -4.0 | -1.8 | -1.3 | 3 | -1.9 | -24 | -3.5 | 0 | 4
O=C(COC(=O)CCCc1c[nH]c2ccccc12)Nc1ccc2c(c1)OCO2 | -1.8 | -0.2 | 1.4 | -1.0 | -0.3 | -5 | 5.2 | -9 | -1.5 | -70 | 2
CC1(C)CC(=O)C2=C(C1)N(c1ccc(F)cc1)C(=O)C2(O)C(F)(F)F (stereo unspecified) | -0.1 | -0.2 | -1.4 | -0.9 | 1.6 | 2 | -2.0 | -1 | -1.1 | 4 | 0
CCOC(=O)c1cnn(CCOC(=O)c2cccc(F)c2)c1NC(=O)c1cccc(F)c1 | 0.1 | -0.6 | 0.3 | -1.0 | 0.1 | -3 | 0.0 | 7 | -1.4 | -2 | 0
Nc1c2c(nc3ccn(Cc4ccccc4)c(=O)c13)CCC2 | -1.3 | 0.4 | -1.1 | -1.2 | -0.1 | 2 | -0.6 | -6 | 2.7 | -1 | -4
Cc1cccc2c1NC(=O)C2(O)N1CCCC(C)C1 (stereo unspecified) | -0.8 | 0.0 | 0.5 | -1.8 | 0.1 | -3 | -0.9 | -8 | -1.3 | 2 | -4
CCOC(=O)c1c(C)[nH]c(C)c1C(=O)COC(=O)c1ccccc1O | -4.8 | -0.7 | 0.9 | -1.9 | -0.6 | -4 | -1.1 | -5 | -2.8 | 10 | 2
COc1cc(CN2CCN(S(=O)(=O)c3ccc(F)cc3)CC2)cc(OC)c1OC | -0.1 | 0.7 | 0.2 | -1.8 | -1.1 | -2 | 0.3 | 1 | -1.2 | 0 | -5
O=C(O)/C=C\C(=O)O | -0.6 | -0.5 | -0.4 | -0.9 | 0.3 | -3 | -1.9 | 2 | -0.7 | 12 | 0
COc1ccc2c(c1)CCc1c(C(=O)NCCCn3ccnc3)noc1-2 | 0.3 | -1.1 | 0.3 | -1.7 | 2.6 | -4 | -0.4 | -11 | 1.4 | -14 | 6
O=C(Nc1ncccn1)c1cc(-c2cccc(Br)c2)nc2ccccc12 | -0.2 | -1.4 | -0.1 | -1.7 | -1.3 | 1 | -1.1 | 2 | 1.4 | 0 | -1
CCC(=O)n1nc(-c2ccc(Cl)cc2)nc1NCc1ccccc1 | 0.9 | 0.2 | 0.1 | -1.9 | 1.6 | -3 | -1.4 | -3 | 2.0 | 3 | 11
CCc1cccc(C)c1NC(=O)COC(=O)C1CCN(S(=O)(=O)c2ccccc2)CC1 | 1.1 | -0.3 | -0.1 | -1.0 | 1.5 | -3 | 1.1 | -2 | 0.8 | -5 | -3
CCOC(=O)c1c(NC(=O)c2cccc(N3C(=O)CCC3=O)c2)sc2c1CCN(CC)C2 | 0.4 | 1.7 | 1.1 | -1.2 | 0.9 | 0 | -0.3 | -94 | -1.0 | -8 | 6
CCOC(=O)Nc1nc(-c2ccc(Cl)cc2Cl)cs1 | 1.4 | 1.0 | -2.5 | -1.0 | 0.5 | 1 | -0.2 | 1 | 7.8 | -11 | 4

Compound profiles (already shown). Order of screens: GAA850 FXN act	DAX1 inh-1	PG9 Ab binder	ssDAF-12 act	DAX1 inh-2	SMARCA2 act	hcDAF-12 act	PLCb3 inh	hgDAF12 agonist	HGIII-sPLA2 inh	Rev-erbA mod
O=C(Nc1ncccn1)c1cc(-c2cccc(Br)c2)nc2ccccc12 is listed as -0.2	-1.4	-0.1	-1.7	-1.3	1	-1.1	2	1.4	0	-1
CC1(C)CC(=O)C2=C(C1)N(c1ccc(F)cc1)C(=O)C2(O)C(F)(F)F (stereo unspecified) is listed as -0.1	-0.2	-1.4	-0.9	1.6	2	-2.0	-1	-1.1	4	0
O=C(O)/C=C\C(=O)O is listed as -0.6	-0.5	-0.4	-0.9	0.3	-3	-1.9	2	-0.7	12	0

The main list resumes, repeating the 2 entries before the break.
SMILES | GAA850 FXN act | DAX1 inh-1 | PG9 Ab binder | ssDAF-12 act | DAX1 inh-2 | SMARCA2 act | hcDAF-12 act | PLCb3 inh | hgDAF12 agonist | HGIII-sPLA2 inh | Rev-erbA mod
CCOC(=O)c1c(NC(=O)c2cccc(N3C(=O)CCC3=O)c2)sc2c1CCN(CC)C2 | 0.4 | 1.7 | 1.1 | -1.2 | 0.9 | 0 | -0.3 | -94 | -1.0 | -8 | 6
CCOC(=O)Nc1nc(-c2ccc(Cl)cc2Cl)cs1 | 1.4 | 1.0 | -2.5 | -1.0 | 0.5 | 1 | -0.2 | 1 | 7.8 | -11 | 4
COc1ccc([N+](=O)[O-])cc1NS(=O)(=O)c1ccc(Cl)c(C(=O)Nc2sc3c(c2C#N)CCCCC3)c1 | / | 0.7 | -0.5 | -1.5 | / | 0 | 2.9 | -5 | -0.3 | -3 | -4
O=C(Nc1ccccc1N1CCN(C(=O)c2ccccc2)CC1)c1ccc([N+](=O)[O-])o1 | -2.2 | -1.2 | 0.4 | -1.0 | 0.1 | 1 | -1.1 | -7 | 0.1 | 2 | 0
C=C(C)CSc1nnc2n(C)c(=O)c3c4c(sc3n12)CCC4 | -3.0 | 0.0 | -1.4 | -0.9 | 0.4 | 0 | -1.3 | 4 | -0.1 | 4 | -5
CC(C)CCOc1ccc(C(=O)N2CCN(c3ncccn3)CC2)cc1 | 2.1 | 0.0 | 0.6 | -1.4 | -0.2 | 0 | -1.4 | -6 | -2.6 | -6 | -6
N#Cc1c2c(c(-c3ccco3)[nH]c1=O)CCCC2 | -1.2 | -0.2 | -0.3 | -1.2 | -0.1 | -3 | -0.2 | -117 | 0.0 | -8 | 2
CN(NS(=O)(=O)c1ccc(Cl)cc1)c1nc(C(F)(F)F)nc2ccccc12 | 1.4 | -0.3 | -2.0 | 0.2 | 2.1 | -3 | -1.1 | 8 | -1.9 | -12 | 2
Cc1cc(C)c(C)c(S(=O)(=O)NCc2ccc(C(=O)N3CCCC3)cc2)c1C | -0.1 | 0.7 | 0.5 | -1.3 | -1.3 | 0 | -1.9 | 1 | -4.2 | -8 | -4
Nc1nc2nccc(-c3ccc(Cl)cc3)n2n1 | 1.6 | 1.6 | -1.0 | -0.5 | 0.7 | 4 | -0.1 | i | 7.2 | 2 | -1
C=CCSc1nnc(CC(OC)OC)n1-c1ccccc1 | 0.1 | -0.7 | 0.0 | -1.1 | -0.9 | -1 | 1.8 | -4 | 1.1 | 4 | 1
CCCc1c(C(=O)N/N=C/c2ccc(OC)c(OCc3ccccc3)c2)nnn1-c1nonc1N | -0.7 | 0.7 | -2.8 | -1.1 | 0.4 | 2 | 0.2 | -5 | 2.6 | -2 | -3
COc1cccc(CNC(=O)CCC2CCCN(Cc3ccc(OC(F)F)cc3)C2)c1 (stereo unspecified) | 0.2 | -1.6 | -2.3 | -1.6 | 0.0 | -4 | -1.9 | 2 | -3.3 | -7 | -3
COC(=O)c1ccccc1NC(=O)c1ccnn1C | 2.3 | 0.0 | -1.4 | 11* | -1.1 | 3 | 0.9 | 1 | -1.2 | 2 | -5
COCCN(CCOC)S(=O)(=O)NC[C@H]1O[C@@H](n2cnc3c(N)ncnc32)[C@H](O)[C@@H]1O | 1.5 | 1.2 | 0.6 | -0.6 | 1.0 | -3 | 0.0 | 4 | -0.9 | 8 | -2
O=C(NC(=S)NNC(=O)c1ccccc1O)c1cccc([N+](=O)[O-])c1 | 3.0 | -0.4 | -0.1 | -0.9 | 0.1 | -3 | -0.5 | -6 | 1.3 | 41* | 7
COc1ccc(CNC(=O)C2CC(=O)N(C3CCCC3)C2)cc1 (stereo unspecified) | -0.8 | 0.6 | 2.0 | -1.2 | 1.0 | -1 | -1.9 | -3 | 3.4 | 7 | 1
Cc1cccc(C=Nc2ccccc2C(N)=O)c1 | -1.6 | -2.3 | 0.5 | -1.8 | -1.6 | 2 | -1.0 | -443 | 4.6 | 2 | 3
